# Screening results as filed in PubChem BioAssay.
# Nrf2 inh – Nrf2 pathway inhibition. Potency, µM (top dose mostly 46 µM), inactives show at the highest dose activity change, negative = inhibition, hits mostly inhibitors. actives 2.1% (n = 360,000). A549 ARE-Fluc reporter, luciferase luminescence, 18-24 h; note: potency is the fitted concentration of half-maximal effect; % is set by controls: 0 for no effect and ±100 for the full control effect; nearly all actives have a fitted effect of over 60% in size
#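 A549 ARE_Fluc cells (5000/well, 5% FBS OPTI-MEM) pre-incubated 2 h, then treated with compounds 18-24 h at 37C/5% CO2 in concentration-response. CellTiter-Fluor viability read first; BugLite luciferase luminescence after 15 min at room temperature gives Nrf2 activity.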
# IL-2 act – activators of IL-2 | IL-2 activation reporter assay, cell-based qHTS; stimulated with anti-CD3/CD4/CD28 beads; in transgenic mouse T cells | activation, % (series mostly up to about 46 µM) | actives 0.065% (n = 360,000); in the data active = activation above about 50%; inconclusive = mostly about 30% to 49%; note: 0% is about no effect
#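 Quantitative HTS in unstimulated transgenic mouse T cells, with memory T cells as non-tolerant control and PMA/ionomycin as tolerance-bypass control. Compound pretreatment lasted 60 minutes before 18 h bead stimulation; EGFP/DsRed fluorescence read.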
# EPAC2 ag – EPAC2 (human) agonism; Q8WZA2; EPAC2 activation, biochemical qHTS; response scale: 100% = 6.5 mM cAMP response; Potency, µM (highest dose often 154 µM), inactives show at the highest dose activation, usual class: activators; actives 0.079% (n = 360,000); AID 720711; note: potency is the fitted concentration of half-maximal effect; nearly all actives have a fitted effect of over 50% in size
# Target sequence (Q8WZA2 whole entry, looked up): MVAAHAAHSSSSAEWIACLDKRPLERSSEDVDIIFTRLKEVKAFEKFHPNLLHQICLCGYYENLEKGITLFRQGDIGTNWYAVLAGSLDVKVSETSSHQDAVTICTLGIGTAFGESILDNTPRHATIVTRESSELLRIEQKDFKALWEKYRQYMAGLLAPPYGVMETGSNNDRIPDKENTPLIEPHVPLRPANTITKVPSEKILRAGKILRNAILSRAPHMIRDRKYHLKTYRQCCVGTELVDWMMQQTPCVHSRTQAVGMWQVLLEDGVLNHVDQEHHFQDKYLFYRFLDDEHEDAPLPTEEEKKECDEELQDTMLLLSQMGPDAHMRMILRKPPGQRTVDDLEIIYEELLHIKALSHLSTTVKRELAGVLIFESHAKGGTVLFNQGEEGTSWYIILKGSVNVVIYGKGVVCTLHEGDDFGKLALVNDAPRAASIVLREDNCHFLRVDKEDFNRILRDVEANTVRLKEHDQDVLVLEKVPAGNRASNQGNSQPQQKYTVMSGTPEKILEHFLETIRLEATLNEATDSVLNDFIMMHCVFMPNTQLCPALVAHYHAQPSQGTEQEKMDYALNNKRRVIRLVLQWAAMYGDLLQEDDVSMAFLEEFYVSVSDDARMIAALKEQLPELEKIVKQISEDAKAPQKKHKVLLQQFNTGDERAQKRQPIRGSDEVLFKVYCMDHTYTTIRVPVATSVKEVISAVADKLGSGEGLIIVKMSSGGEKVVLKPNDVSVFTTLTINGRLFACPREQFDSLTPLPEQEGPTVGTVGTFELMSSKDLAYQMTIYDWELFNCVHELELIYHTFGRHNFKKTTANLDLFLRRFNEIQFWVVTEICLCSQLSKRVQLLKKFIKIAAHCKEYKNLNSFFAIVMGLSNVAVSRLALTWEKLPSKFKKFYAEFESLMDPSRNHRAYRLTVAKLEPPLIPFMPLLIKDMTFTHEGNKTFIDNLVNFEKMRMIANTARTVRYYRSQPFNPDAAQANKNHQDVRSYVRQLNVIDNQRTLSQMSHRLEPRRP
#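 Each well held 100 nM EPAC2, 250 nM RAP1B-BODIPY-GDP and 50 uM GDP. Fluorescence, read at 5-min intervals to 30 min, was referenced to a 6.5 mM cAMP positive control.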
# HepG2 viability – HepG2 cytotoxicity, counter-screen for TGF-b inhibitors; HepG2 CAGA-GFP viability, ATP luminescence, 18 h; Potency, µM (highest dose often 46.1 µM), for the others: at the highest dose activity change, negative = cytotoxicity, usual class: cytotoxic; actives 0.76% (n = 410,000); note: potency is the fitted concentration of half-maximal effect; some results filed as inactive show a strong effect at the top dose
#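 HepG2 CAGA-GFP cells (1000/well, DMEM with 1% FBS) received compound, then TGF-beta at 500 pg/mL final, and were incubated 18 hours at 37 degrees C. Viability was read by CellTiter-Glo luminescence. Media-only wells were set as complete cell-killing and DMSO as no toxicity.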
# ATXN viability – viability counter-screen for ATXN expression inhibitors. S2 cells (HEK-293 line with an ATXN2-luciferase reporter) viability, CellTiter-Fluor protease fluorescence, 24 h. Potency, µM (series often up to 56.7 µM), hits mostly cytotoxic. actives 0.49% (n = 400,000). AID 651635; note: potency is the fitted concentration of half-maximal effect; nearly all actives have a fitted effect of over 40% in size
# Nrf2 activator – Nrf2 pathway activation | Potency, µM (top dose mostly 46.1 µM), for the others: at the top dose activation, usual class: activators | actives 0.31% (n = 410,000) | AREc32 ARE-luciferase reporter (MCF7-derived line), luminescence, 24 h | AID 624171; note: potency is the fitted concentration of half-maximal effect; % of control where 0% means no effect; nearly all actives have a fitted effect of over 65% in size
#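 Steps: seed AREc32_Fluc cells (1000/well, 5% FBS OPTI-MEM); incubate overnight at 37 deg C; add 23 nL compound; incubate 24 hr; add Steady-Glo; hold 30 min RT; read luminescence.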
# A549 viability – A549 cytotoxicity, counter-screen for Nrf2 inhibitors; A549 ARE-Fluc cells, CellTiter-Fluor viability, 18-24 h; Potency, µM (titrated, usually from 46 µM), inactives show top-dose activity change, negative = cytotoxicity, hits mostly inhibitors; actives 0.16% (n = 390,000); note: potency is the fitted concentration of half-maximal effect; % is set by controls: 0 for no effect and ±100 for the full control effect
#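 A549 ARE_Fluc cells in 5% FBS OPTI-MEM were exposed to compounds in concentration-response for 18-24 h at 37 deg C. Viability was read by CellTiter-Fluor fluorescence (Ex 405/Em 525) after 30 min, before the luciferase read.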
# TGFb SMAD3 inh – TGF-b pathway inhibition; HepG2 CAGA-GFP TGF-b/SMAD3 reporter, GFP fluorescence, 18 h; TGF-beta stimulated, 500 pg/mL final; Potency, µM (titrated, usually from 46.1 µM), inactives show at the top dose activity, negative = inhibition, actives largely listed as inhibitors; actives 1.2% (n = 410,000); AID 588855; note: potency is the fitted concentration of half-maximal effect; % is set by controls: 0 for no effect and ±100 for the full control effect; nearly all actives have a fitted effect of over 65% in size
#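 HEPG2 CAGA-GFP cells (1000/well, DMEM with 1% FBS) were pre-incubated 2 h at 37 degrees C, given compound by pin tool, then stimulated with TGF-beta at 500 pg/mL final for 18 h before per-cell GFP fluorescence imaging.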
# ATXN2 expr inh – ATXN2 expression inhibition. HEK-293 ATXN2-luciferase reporter, luminescence, 24 h. actives 0.72% (n = 360,000). Potency, µM (series often up to 57 µM), inactives show at the top dose activity change, negative = inhibition, hits mostly inhibitors; note: potency is the fitted concentration of half-maximal effect; % is set by controls: 0 for no effect and ±100 for the full control effect; nearly all actives have a fitted effect of over 55% in size
#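 ATXN2-luciferase reporter cells (luciferase flanked by upstream and downstream ATXN2 gene portions) were treated 24 h at 37 °C with compounds at up to 57 uM. SteadyGlo luminescence gave expression; GF-AFC fluorescence gave viability.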
# Active calls of the source: *; i = inactive; ? = inconclusive; · = no result given; [ ] = another dose, or the depositor's remark. Unless noted, calls come from the whole dose curve; as a rule, active = well fitted curve in the direction sought with a large enough effect; inconclusive = small, poorly fitted or top-dose-only effect, or another doubt; inactive = no such curve, though single readings can be large; an effect the other way counts as inactive or inconclusive. The order is random, and some 4.3% of all compounds hit somewhere here.
compound	Nrf2 inh	IL-2 act	EPAC2 ag	HepG2 viability	ATXN viability	Nrf2 activator	A549 viability	TGFb SMAD3 inh	ATXN2 expr inh
O=C1CN(C(=O)COC(=O)c2ccc[n+]([O-])c2)c2ccccc2N1	-18.8%	0.9	8.7%	-11.6%	i	-0.6%	9.9%	-9.3%	2.1%
O=C(Cc1csc(-c2cccc(F)c2)n1)Nc1cccc(S(=O)(=O)NC2=NCCC2)c1	·	-0.6	-4.8%	-3.9%	i	3.2%	·	7.5%	·
COC(=O)c1cc(NCc2ccc3c(c2)OCO3)ccc1N1CCOCC1	6.2%	0.7	11.9%	-0.7%	i	-0.7%	1.2%	-32.6%	-3.1%
O=C(NC1CCN(Cc2ccccc2)CC1)c1cc(-c2ccccn2)nc2ccccc12	12.4%	1.3	-2.7%	-45.3%	i	0.2%	-6.7%	-1.3%	3.2%
CC(C)c1ccc(NC(=O)CNS(=O)(=O)c2ccc(F)cc2)cc1	?	-0.3	6.1%	-13.4%	i	0.7%	-3.4%	-16.3%	?
Cc1ccc(Cl)c(OCC(=O)Nc2sc(C)c(C)c2C#N)c1	?	1.7	6.4%	-3.3%	i	2.9%	1.5%	-8.3%	1.5%
O=C(Nn1cnnc1)c1ccc(Cl)cc1	-5.8%	2.8	2.1%	3.2%	?	0.0%	-12.8%	12.1%	·
COc1ccc(/C=C2\SC(N3CCCCC3)=NC2=O)cc1OC	8.7%	-0.3	10.5%	-3.7%	i	11.9%	1.7%	0.0%	49.8%[activator]
COc1ccc(N(CC(=O)NN=C2CCCC2)S(=O)(=O)c2ccccc2)cc1Cl	3.1%	-2.8	-4.1%	-3.1%	i	3.9%	1.0%	-3.8%	-12.2%
CN(Cc1cnccn1)C(=O)C1CCC(=O)N(CCc2ccccc2)C1 (stereo not given)	-9.6%	-0.9	6.6%	-2.2%	i	-0.1%	-0.7%	0.0%	·
O=C(Nc1ccccn1)c1ccc(NC(=O)c2ccco2)cc1	?	-1.0	6.9%	-36.2%	i	0.3%	1.0%	5.7%	20.4%
Cc1nc2ccccc2c(=O)n1/N=C/c1ccc(O)c(O)c1O	-12.8%	1.7	-3.9%	-12.8%	·	2.1%	-4.5%	?	·
CCCC(C)C(=O)Nc1nc(C)c(-c2csc(Nc3ccc(Cl)cc3)n2)s1 (stereo not given)	14.6µM*	-0.6	5.4%	-8.6%	?	3.9%	-12.3%	-4.7%	?
Cc1nn(C(C)C(=O)Nc2ccc(C(C)C)cc2)c(=O)c2c1sc1ccccc12 (stereo not given)	17.7%	·	·	0.7%	·	-1.1%	3.8%	25.1%	·
CCSc1nnc(NC(=O)C2Cc3ccccc3CN2C(=O)c2ccco2)s1 (stereo not given)	2.1%	-0.7	8.7%	-23.2%	i	3.8%	2.7%	4.6%	5.8%
CC(CN1CCCC1)OC(=O)Cc1ccc(Cl)cc1 (stereo not given)	1.6%	2.6	-1.5%	-28.4%	i	-0.4%	-0.3%	13.2%	-10.4%
Cc1ccn2cc(CNC(=O)c3ccc(Br)o3)nc2c1	-10.5%	2.0	0.9%	0.8%	i	0.2%	-13.6%	-1.1%	-17.0%
Cc1cc(C)n(CC(=O)NNC(=O)C2CC(=O)N(Cc3ccccc3Cl)C2)n1 (stereo not given)	13.4%	3.6	2.1%	-3.4%	i	0.4%	0.1%	5.9%	15.0%
CC1CCN(C(=O)Cn2c3ccc(F)cc3c3nc4n(c(=O)c32)CCCS4)CC1	8.8%	0.6	-5.6%	-14.2%	i	-1.1%	-7.9%	?	·
Cc1ccc(S(=O)(=O)N2CCN(C(=O)COC(=O)CNC(=O)c3ccccc3F)CC2)c(C)c1	2.1%	1.2	0.3%	5.9%	i	-0.2%	?	-2.2%	13.1%
Cc1c(C(=O)O)oc2c1-c1nn(Cc3ccccc3Cl)cc1CC2	-5.2%	·	·	-13.1%	·	4.8%	-3.5%	·	·
CCc1ccc2[nH]c3nc(SCC(=O)NNC(=O)c4ccc(C(C)(C)C)cc4)nnc3c2c1	?	-2.9	-11.7%	6.2%	?	-0.6%	11.6µM*	-1.5%	?
O=C(Nc1ccc(-c2nc3cccnc3s2)cc1)c1ccco1	?	-2.8	18.2%	-1.9%	i	3.1%	4.5%	-9.7%	7.1%
COCCNC(=O)c1ccccc1NC(=O)c1cccc([N+](=O)[O-])c1C	-26.1%	3.1	1.3%	-2.1%	i	-0.1%	0.6%	-1.9%	3.9%
Cc1ccc(C)c(-n2nnnc2SCC(=O)c2ccc3c(c2)NC(=O)CO3)c1	?	-2.8	-6.2%	-41.8%	i	2.3%	0.9%	-1.7%	-1.8%
CC1(C)Cc2c(C#N)c(N)sc(=S)c2CO1	11.5%	-1.4	-2.1%	-13.7%	i	0.6%	-3.7%	4.5%	-9.2%
CCn1c(SCC(=O)Nc2ncc(C(F)(F)F)cc2Cl)nnc1-c1cccc(C)c1	-0.7%	-0.2	0.8%	0.8%	i	-0.5%	-6.1%	-9.6%	-5.9%
COc1ccnc(Oc2ccc3ccccc3c2)c1C#N	1.2%	0.6	-10.5%	-13.2%	i	10.1%	6.9%	?	8.9%
NC1(N)OC(CN2C(=O)c3ccccc3C2=O)CS1 (stereo not given)	?	0.7	5.3%	-20.8%	i	7.3%	-11.4%	3.2%	7.9%
O=C1CSc2nc3ccccc3n21	·	-3.2	0.1%	-13.9%	i	-0.7%	10.2%	-10.2%	2.0%

# 3 entries already listed, ordered by their value in EPAC2 ag, lowest first.
structure	EPAC2 ag
Cc1ccn2cc(CNC(=O)c3ccc(Br)o3)nc2c1	0.9%
CCCC(C)C(=O)Nc1nc(C)c(-c2csc(Nc3ccc(Cl)cc3)n2)s1 (stereo not given)	5.4%
O=C1CN(C(=O)COC(=O)c2ccc[n+]([O-])c2)c2ccccc2N1	8.7%

# (more compounds)
compound	Nrf2 inh	IL-2 act	EPAC2 ag	HepG2 viability	ATXN viability	Nrf2 activator	A549 viability	TGFb SMAD3 inh	ATXN2 expr inh
CCCNC(=O)Cn1c(=O)n(CC(=O)N2CCCCC2)c(=O)c2sccc21	2.9%	-4.7	10.8%	6.4%	i	-0.4%	-0.1%	-13.0%	0.6%
Cc1nn(C(C)(C)C)c(NC(=O)c2ccc(Cl)cc2Cl)c1Br	13.0%	2.0	-0.7%	-25.3%	i	0.4%	12.6%	0.0%	-19.2%
COc1ccc(S(=O)(=O)N2c3ccccc3NC(=O)CC2C)cc1 (stereo not given)	1.0%	-1.2	7.0%	-27.8%	i	-1.1%	4.0%	0.0%	-0.4%
CC(SC1CCCC1)C(=O)Nc1ccnn1C(C)C (stereo not given)	0.3%	1.9	6.3%	2.2%	i	-0.4%	-3.8%	6.8%	-0.2%
COc1ccc(N(C(=O)c2ccco2)S(=O)(=O)c2ccc(F)cc2)cc1	-24.7%	-0.3	9.4%	-2.2%	i	-0.7%	-19.5%	26.5%	-14.4%
O=C(N/N=C/c1ccccc1)c1ccc(OCc2ccccc2)cc1	2.1%	-0.8	3.5%	-37.1%	i	0.2%	6.2%	2.1%	·
COc1ccccc1CN1CCN(C2CCN(C(=O)Nc3ccccc3)CC2)C(=O)C1=O	·	·	·	5.6%	i	-0.1%	1.1%	24.4%	3.9%
CN1C(=O)N(C)C2(C)CC1(C)N(C)C(=O)N2C	-24.6%	0.1	6.1%	46.2%	i	-0.2%	-0.7%	0.0%	6.6%
Cc1ccccc1CNC(=O)Nc1cccs1	29.6%	0.0	-0.1%	1.0%	i	1.4%	7.0%	0.0%	27.2%
O=C1C(=O)N(CCCN2CCOCC2)C(c2ccc(F)cc2)/C1=C(\O)c1ccc2c(c1)OCCO2 (stereo not given)	1.0%	-4.5	4.6%	-3.8%	i	-0.3%	7.9%	1.8%	-0.8%
CN(C(=S)NC1=CCS(=O)(=O)C1)C1CCCCC1	3.0%	-2.3	3.2%	4.5%	i	0.2%	-1.2%	3.1%	3.5%
Cc1ccccc1Nc1c(-c2cccnc2)nc2ccc(Cl)cn12	8.5%	·	·	-32.3%	?	-0.3%	-13.6%	-7.0%	?
O=C(CCN1C(=O)S/C(=C\C=C\c2ccccc2)C1=O)Nc1ccc(O)cc1	-5.2%	0.2	10.1%	-63.4%	i	10.2%	2.0%	-25.5%	·
COC(=O)COc1ccc(/C=C2\SC(=O)N(CC(=O)Nc3ccccc3F)C2=O)cc1	-1.2%	-1.0	6.0%	7.5%	i	-1.1%	0.1%	9.5%	-6.8%
Cc1ccc(/C(COc2ccccc2O)=N\O)cc1	5.7%	-1.2	6.2%	-1.7%	i	-0.7%	-4.4%	5.6%	5.0%
O=C(Cc1cccs1)NNC(=O)C12CC3CC(CC(C3)C1)C2	7.3%	-0.6	5.4%	21.4%	?	-0.3%	7.6%	-1.3%	·
COc1cccc(CN2CCNC(=O)C2CC(=O)NCCCC2CCCC2)c1OC (stereo not given)	-3.6%	-2.9	8.0%	4.2%	?	0.3%	-2.4%	0.6%	5.1%
CC/C(=N\NC(=S)Nc1cc(C)ccc1C)c1ccc(OC(F)F)cc1	-1.4%	1.3	6.4%	-7.0%	i	0.3%[9.22 µM]	13.0%	?	-7.6%
Cc1c(Cc2ccccc2)c(=O)oc2c(O)c(O)ccc12	-0.3%	-0.4	7.4%	-3.3%	i	0.1%	?	-10.9%	?
CCOc1ccc(Cl)cc1S(=O)(=O)N1CCCC1	0.0%	-3.1	3.5%	-18.2%	i	-0.1%	16.7%[1.84 µM]	0.2%	-15.9%
O=C(/C=C/c1ccc(Br)cc1)c1ccc(NC2=NCCCS2)cc1	?	-0.5	22.0%	-99.1%	31.6µM*	-3.2%	?	?	?
